# KOR beta-arrestin-1 = KOR agonists, beta-arrestin recruitment, primary screen, cell-based, luminescence, uHTS (AID 1777); KOR beta-arrestin recruitment, luminescence; higher % means a stronger effect; activation, % at 10 µM; hits with a dose series show EC50 in µM; hit rate 0.02% among 280,000; in the data active = activation above about 50%, passing the limit was not always enough; also: a part of the inactive calls stands beside numbers as strong as those of hits
# GPR35 arrestin U2OS = inhibition of zaprinast-stimulated GPR35 beta-arrestin translocation – imaging, U2OS, beta-arrestin-GFP, zaprinast agonist, primary screen (AID 2058); U2OS GPR35 beta-arrestin-GFP translocation imaging, zaprinast antagonism; higher % means a stronger effect; inhibition, % at 10 µM, or IC50 in µM where a hit was titrated; hit rate 0.052% among 290,000;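 active = inhibition of at least 50% with at least 30 cells and total cytoplasm GFP at most 10,000,000; inconclusive = under 30 cells or total GFP of 10,000,000 plus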
# SIAH1 antagonists = Siah-1 peptide-binding antagonists, primary screen, biochemical, fluorescence polarization, rhodamine-plectin, uHTS (AID 1817). Siah-1 / rhodamine-plectin peptide fluorescence polarization; higher % means a stronger effect. one-dose displacement, % at 20 µM; IC50 in µM for titrated hits. hit rate 0.02% among 290,000;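 active = displacement of at least 50% at 20 µM, with a fluorescence ratio check between 0.3 and a set limit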;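 also: plate controls were Siah plus tracer with DMSO for no effect and tracer alone without Siah for full effect; strong numbers were not always called active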
# HIV fusion peptide = inhibitors of HIV fusion peptide binding, primary screen, biochemical, uHTS, fluorescence dequenching (AID 1986); hit rate 0.3% among 290,000; cell-free peptide binding, fluorescence dequenching, 30 min; higher % means a stronger effect; one-dose inhibition, % at 20 µM; IC50 in µM for titrated hits; in the data active = inhibition mostly above about 52%, no sharp cut-off; inactive = mostly below about 76%; also: some results filed as inactive read as strong as hits
# AID2073 = disruptors of CaV2.2 binding to Mint1 – biochemical, HTRF (AID 2073) | HTRF protein-protein interaction, Mint1-CaV2.2; higher % means a stronger effect | inhibition, % at 20 µM, or IC50 in µM where a hit was titrated | hit rate 0.19% among 290,000; in the data active = inhibition mostly above about 51%, no sharp cut-off; inconclusive = no clear call, values can overlap the other calls; inactive = mostly below about 53%; also: some results filed as inactive read as strong as hits
# KOR beta-arrestin-2 = KOR antagonists, beta-arrestin recruitment, cell-based, luminescence, uHTS (AID 1778) | KOR beta-arrestin recruitment, luminescence, antagonist mode; higher % means a stronger effect | one-dose inhibition, % at 10 µM; IC50 in µM for titrated hits | hit rate 0.091% among 290,000; in the data active = inhibition above about 50%; also: strong numbers were not always called active
# GPR55 LPI antagonism = GPR55 antagonists blocking LPI-driven arrestin recruitment, primary screen, imaging, U2OS, beta-arrestin-GFP, LPI agonist (AID 2013); U2OS GPR55 beta-arrestin-GFP translocation imaging, LPI antagonism; higher % means a stronger effect; one-dose inhibition, % at 10 µM; IC50 in µM for titrated hits; hit rate 0.13% among 290,000;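 active = spots per cell inhibited over 60%, with over 100 cells counted and total cytoplasm intensity under 500,000; inconclusive = wells with under 100 cells, flagged as likely toxic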;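 also: U2OS cells stably carrying GPR55 and arrestin-GFP stimulated by 5 µM LPI near EC80; imaged beta-arrestin-GFP aggregate spots per cell after agonist stimulation; plate controls were LPI-stimulated DMSO wells for no effect and DMSO wells without LPI for full effect; some results filed as inactive read as strong as hits; confirmed hits need IC50 under 10 µM and bright autofluorescent wells are also inconclusive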
# GPR55 activation = selective activators of receptor GPR55 – imaging, U2OS cells, beta-arrestin-GFP redistribution, primary screen (AID 1961). hit rate 0.048% among 290,000. U2OS GPR55 beta-arrestin-GFP redistribution imaging; higher % means a stronger effect. one-dose activation, % at 10 µM; EC50 in µM for titrated hits;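 active = activation above 40% with more than 50 cells counted in the well; inconclusive = wells holding fewer than 50 cells, flagged as toxic or sparse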;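 also: U2OS osteosarcoma cells stably expressing GPR55 and beta-arrestin-GFP; plate controls were DMSO negative control for no effect and LPI positive control for full effect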
# NOD1 NF-kB reporter = inhibition of NOD1-driven NF-kB reporter – cell-based, luminescence, uHTS, primary screen (AID 1578) | inhibition, % at 4 µM, or EC50 in µM where a hit was titrated | NOD1-driven NF-kB luciferase reporter cells, luminescence; higher % means a stronger effect | hit rate 1% among 290,000; in the data active = inhibition mostly above about 36%, no sharp cut-off; inactive = mostly below about 34%;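 also: HEK-293T reporter cells stimulated with the NOD1 agonist gamma-tri-DAP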
# Numbers without * were called inactive; ? = inconclusive; . = not tested or not shown. This is a subset. The share of hits here may be higher or lower than overall.
no.	canonical_smiles	HIV fusion peptide	KOR beta-arrestin-2	GPR35 arrestin U2OS	GPR55 LPI antagonism	KOR beta-arrestin-1	AID2073	NOD1 NF-kB reporter	GPR55 activation	SIAH1 antagonists
1	COc1ccc(C(=O)O)cc1S(=O)(=O)N(CCc1ccccc1)Cc1ccccc1	5.2%	-5.0%	-13.6%	3.2%	6.0%	14.0%	-8.7%	-0.1%	-2.1%
2	CSc1nc(-c2ccco2)nn1C(=O)c1ccco1	4.1%	-9.1%	-6.8%	2.4%	-1.4%	5.2%	-23.5%	-0.1%	-3.0%
3	COC(=O)N(C)c1nc2ccccc2s1	-2.3%	4.7%	12.5%	-5.0%	-2.6%	13.5%	-33.7%	-0.2%	0.2%
4	O=C1C=C(O)C(n2cncn2)C(c2ccc3c(c2)OCO3)C1 (configuration not stated)	-1.1%	-13.3%	14.5%	-1.6%	-3.3%	0.2%	-7.2%	-0.3%	1.3%
5	COc1ccc(N2C(=O)CC(Cc3ccc(Br)cc3)C2=O)cc1 (configuration not stated)	0.8%	-8.8%	3.9%	0.1%	1.0%	2.0%	1.3%	-0.2%	2.3%
6	CCC1C/C(=C\c2cccnc2)C(=O)/C(=C/c2cccnc2)C1 (configuration not stated)	1.5%	-18.2%	-5.8%	11.2%	0.6%	-9.8%	103.4%*	1.3%	-2.8%
7	CC(=O)c1ccc(S(=O)(=O)N(C)CCCC(=O)N(C)Cc2c(F)cccc2Cl)cc1	-0.7%	-35.3%	-4.7%	-1.9%	-0.1%	3.2%	-23.4%	0.3%	8.9%
8	C=CCn1c(CNS(=O)(=O)c2ccc(Br)cc2)n[nH]c1=S	-0.1%	17.4%	14.5%	15.7%	-0.6%	-19.3%	-18.8%	-0.1%	11.8%
9	CC(=O)NCc1ccc(S(=O)(=O)NC(C)CCc2ccccc2)cc1 (configuration not stated)	-1.0%	-9.1%	21.2%	-4.4%	-0.8%	4.9%	-26.1%	-0.1%	1.9%
10	Cc1ccc(Oc2cc(N3CCOCC3)nc(-c3ccccc3)n2)cc1	0.7%	-7.1%	6.8%	-11.2%	15.4%	2.4%	31.7%	-0.1%	-1.9%
11	O=C(O)CC(C(=O)N(c1ccccc1)c1ccccc1)N1CCOCC1 (configuration not stated)	-0.8%	0.2%	8.9%	2.3%	2.5%	-5.7%	-39.9%	0.0%	1.7%
12	CCOc1cccc(C=Nc2cc(C)cc(C)c2O)c1O	16.4%	6.1%	-4.5%	-11.0%	2.9%	-6.9%	-6.4%	0.2%	1.5%
13	Cc1cc(=O)c(C(=O)O)nn1-c1ccccc1	-1.4%	-13.1%	5.9%	-12.2%	-3.8%	-10.1%	-9.0%	-0.5%	-3.4%
14	Cc1cc(C(=O)N/N=C/c2ccc(C)o2)c2ccccc2n1	4.9%	-28.4%	-20.0%	-7.2%	14.8%	-0.5%	42.2%	-0.3%	-3.0%
15	CCC(CC)c1nnc(NC(=O)CN2C(=O)NC3(CCCC3)C2=O)s1	0.7%	27.6%	4.8%	7.2%	0.5%	2.8%	-22.3%	0.0%	-1.6%
16	Cc1ccc2nc(SCC(=O)Nc3nnc(SCC(N)=O)s3)[nH]c2c1	-3.5%	-2.8%	1.3%	17.3%	-0.2%	-0.9%	.	-0.1%	1.6%
17	COc1ccccc1-c1c(-c2ccc(OCC(=O)NN)cc2O)n[nH]c1C(F)(F)F	-2.2%	-34.3%	.	4.3%	3.2%	0.9%	-7.9%	-0.3%	2.3%
18	COC(=O)[C@@H](NC(=O)Nc1cc(Cl)ccc1C)C(C)C	-1.1%	-14.1%	19.0%	-6.3%	-2.1%	15.4%	12.2%	-0.1%	-2.3%
19	CCOC(=O)CSc1nc2ccsc2c(=O)n1C1CCN(C(=O)OCC)CC1	-0.8%	8.5%	-4.8%	3.3%	-2.1%	?	5.5%	-0.1%	-1.3%
20	CCCCc1nnc(NC(=O)C2CC(=O)N(c3ccc4c(c3)OCCO4)C2)s1 (configuration not stated)	-1.8%	-5.5%	3.1%	5.4%	-0.2%	3.8%	-25.6%	0.2%	-1.3%
21	O=C(OCc1ccc(Br)cc1)c1cccnc1Cl	1.2%	-5.7%	4.8%	-6.9%	1.5%	8.9%	10.3%	-0.1%	1.5%
22	CCc1cccc2c(C(=O)Cn3nnc(-c4ccc(OC)c(OC)c4)n3)c[nH]c12	-2.6%	0.1%	15.3%	-3.8%	-0.3%	6.7%	-62.0%	-0.1%	3.2%
23	CC(=O)CC(=O)Nc1ccn(-c2ccccc2)n1	-2.5%	-84.7%	4.3%	2.7%	6.2%	-2.9%	-28.5%	0.2%	2.0%

# Given with one line to a screen: part of the list above.
11) O=C(O)CC(C(=O)N(c1ccccc1)c1ccccc1)N1CCOCC1 (configuration not stated)
12) CCOc1cccc(C=Nc2cc(C)cc(C)c2O)c1O
13) Cc1cc(=O)c(C(=O)O)nn1-c1ccccc1
14) Cc1cc(C(=O)N/N=C/c2ccc(C)o2)c2ccccc2n1
15) CCC(CC)c1nnc(NC(=O)CN2C(=O)NC3(CCCC3)C2=O)s1
16) Cc1ccc2nc(SCC(=O)Nc3nnc(SCC(N)=O)s3)[nH]c2c1
17) COc1ccccc1-c1c(-c2ccc(OCC(=O)NN)cc2O)n[nH]c1C(F)(F)F

Screen / compound no.	11	12	13	14	15	16	17
HIV fusion peptide	-0.8%	16.4%	-1.4%	4.9%	0.7%	-3.5%	-2.2%
KOR beta-arrestin-2	0.2%	6.1%	-13.1%	-28.4%	27.6%	-2.8%	-34.3%
GPR35 arrestin U2OS	8.9%	-4.5%	5.9%	-20.0%	4.8%	1.3%	.
GPR55 LPI antagonism	2.3%	-11.0%	-12.2%	-7.2%	7.2%	17.3%	4.3%
KOR beta-arrestin-1	2.5%	2.9%	-3.8%	14.8%	0.5%	-0.2%	3.2%
AID2073	-5.7%	-6.9%	-10.1%	-0.5%	2.8%	-0.9%	0.9%
NOD1 NF-kB reporter	-39.9%	-6.4%	-9.0%	42.2%	-22.3%	.	-7.9%
GPR55 activation	0.0%	0.2%	-0.5%	-0.3%	0.0%	-0.1%	-0.3%
SIAH1 antagonists	1.7%	1.5%	-3.4%	-3.0%	-1.6%	1.6%	2.3%

# Source: PubChem BioAssay
